TRPC4 block = inhibitors of mouse TRPC4 channel, primary screen, Fluo4 calcium, HEK293 TRPC4beta/mu-opioid cells. Short transient receptor potential channel 4 (Mus musculus), Q9QUQ5. DAMGO-evoked Fluo4 calcium flux; hits give low values. B-score at 10 µM. 300,000 compounds, 0.39% hits. AID 2247, 2010;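 active = B-score over 3 SD under the library average, no early fluorescence shift, positive overall ratio signal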
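System: stable TRPC4beta/mu-opioid receptor HEK293 cells; Dosing: single-point compound dosing; Measured by: Fluo4 Ca2+ flux fluorescence; Read-out basis: per-well B score of integrated baseline-normalized Fluo4 ratio.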
IEC-6 cytotox = cytotoxicity in IEC-6 intestinal epithelial cells, primary screen, cytotoxicity control for KLF5 inhibitor project, cell-based, luminescence. IEC-6 cytotoxicity, luminescence viability. inhibition, % at 5 µM. 290,000 compounds, 0.78% hits. AID 1825, 2009; in the data active = inhibition above about 22%;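 also: 0% = plate median of test compound wells and 100% = cytotoxic reference compound wells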
TRPC4 act = activators of mouse TRPC4 channel, primary screen, Fluo4 calcium, HEK293 TRPC4beta/mu-opioid cells | AID 2237, 2010 | 310,000 compounds, 0.49% hits | B-score at 10 µM | Fluo4 calcium fluorescence; hits give high values;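 active = B-score above 5 SD of library B-scores, and initial fluorescence ratio not above library mean plus 5 SD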;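 also: positive B-score marks a calcium rise read as TRPC4 activation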
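System – HEK293 cells stably co-expressing mouse TRPC4beta and mu-opioid receptor · Signal – Fluo4 calcium-sensitive dye fluorescence, kinetic, 1 Hz baseline · Benchmarks – buffer (low) and maximal DAMGO (high) · Read-out – B score of integrated fluorescence ratio per well · Incubation – dye loading 45 min room temperature, 110 s kinetic read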
SKKanGAS inh = S. pyogenes SKKanGAS growth inhibitors in kanamycin, primary screen, streptokinase expression inhibitor project, SKKanGAS strain, BacTiter-Glo luminescence. 6 h. inhibition, % at 7.5 µM. 300,000 compounds, 1.3% hits;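 active = mean replicate score, as percent of positive control median, at least 50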;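 also: strain carries kanamycin resistance gene driven by streptokinase promoter and grows in 40 µg/ml kanamycin; loss of luminescence reflects streptokinase promoter inhibition or plain growth inhibition; 0% = median of DMSO wells and 100% = positive control at its reference dose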
TRPC6 activator = mouse TRPC6 channel activators, primary screen, cell-based, HEK293, membrane potential dye; Short transient receptor potential channel 6 (Mus musculus), Q61143; HEK293-TRPC6 membrane potential dye fluorescence; hits give high values; B-score at 10 µM; 310,000 compounds, 0.13% hits; AID 2550, 2010;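 active = B-score of the integrated fluorescence ratio above library mean plus 3 SD, and starting fluorescence ratio within library mean plus 5 SD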;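 also: higher score means more depolarization so channel activation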
Target sequence (Q61143 whole entry, looked up): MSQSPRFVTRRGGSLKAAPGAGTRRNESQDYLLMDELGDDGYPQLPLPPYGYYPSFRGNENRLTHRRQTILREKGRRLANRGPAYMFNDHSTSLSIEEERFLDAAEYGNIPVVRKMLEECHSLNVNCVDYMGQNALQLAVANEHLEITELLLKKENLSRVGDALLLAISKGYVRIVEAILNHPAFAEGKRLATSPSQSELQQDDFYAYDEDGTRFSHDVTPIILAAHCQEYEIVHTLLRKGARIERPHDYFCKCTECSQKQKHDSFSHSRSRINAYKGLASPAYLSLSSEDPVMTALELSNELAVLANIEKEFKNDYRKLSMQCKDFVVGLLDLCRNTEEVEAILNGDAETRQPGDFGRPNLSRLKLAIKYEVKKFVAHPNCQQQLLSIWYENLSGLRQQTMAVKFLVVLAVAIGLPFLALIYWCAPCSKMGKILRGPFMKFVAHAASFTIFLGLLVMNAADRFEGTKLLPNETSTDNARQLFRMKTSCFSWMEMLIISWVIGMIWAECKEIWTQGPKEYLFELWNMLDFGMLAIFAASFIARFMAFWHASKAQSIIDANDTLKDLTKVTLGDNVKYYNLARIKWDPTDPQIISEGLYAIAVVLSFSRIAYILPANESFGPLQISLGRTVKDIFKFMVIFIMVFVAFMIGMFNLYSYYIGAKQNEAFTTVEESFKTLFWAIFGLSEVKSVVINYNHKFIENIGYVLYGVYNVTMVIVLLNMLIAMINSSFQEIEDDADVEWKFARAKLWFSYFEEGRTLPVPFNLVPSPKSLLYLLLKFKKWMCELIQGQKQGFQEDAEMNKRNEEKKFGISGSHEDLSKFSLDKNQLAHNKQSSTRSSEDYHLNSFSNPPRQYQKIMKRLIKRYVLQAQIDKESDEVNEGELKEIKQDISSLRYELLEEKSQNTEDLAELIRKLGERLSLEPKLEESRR
KLF5 inh = KLF5 expression inhibitors, primary screen, DLD-1 cells, luminescence; DLD-1 KLF5 promoter-luciferase reporter; inhibition, % at 5 µM; AID 1700, 2009; 290,000 compounds, 0.23% hits;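 active = inhibition above a per-plate limit of that plate's mean compound inhibition plus 3 SD, cut at about 60% in these data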;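 also: 0% = DMSO wells and 100% = LY294002 at 200 µM; higher means less KLF5 promoter-driven luciferase light; inactives centre near -14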
MrgX1 antag = antagonists of human MrgX1 receptor, primary screen, HEK293 cells, Fluo-4 calcium flux. BAM8-22 antagonism; hits give low values. B-score at 10 µM. 310,000 compounds, 1.3% hits. AID 588676, 2011;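 active = calcium-response B-score plate-corrected more than 3 library SD below zero, starting fluorescence within 5 deviations, no agonist response on first addition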;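 also: peak minus trough fluorescence over baseline after final BAM8-22 challenge near maximal dose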
aSyn 5UTR inh = MLPCN primary screen, SNCA 5' untranslated region | alpha-synuclein 5'UTR reporter, inhibitor activity | inhibition, % (tested at 7.5 µM) | 300,000 compounds, 0.82% hits | AID 1813, 2009; in the data active = inhibition above about 60%;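 also: H4 neuroglioblastoma cells stably carrying SNCA 5'UTR luciferase fusion; 0% = DMSO wells and 100% = positive control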
TRPC4 PAM = positive allosteric modulators of TRPC4, primary screen, cell-based, mouse TRPC4beta, HEK293 mu-opioid, Fluo-4 calcium; DAMGO EC20, Fluo-4 Ca2+ flux; hits give high values; Short transient receptor potential channel 4 (Mus musculus), Q9QUQ5; 310,000 compounds, 0.42% hits; B-score at 10 µM; AID 2227, 2009;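 active = B-score of calcium response area above 5 SD of library B-scores, with initial fluorescence ratio within 5 SD of library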;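 also: B-score of integrated fluorescence ratio over time as area under calcium response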
HIF act = HIF pathway transcriptional activators, primary screen, cell-based, U2OS HRE-luciferase, luminescence | U2OS HRE-luciferase reporter; normalized: DMSO 0%, desferrioxamine 100% | activation, % at 7.5 µM (by protocol) | 300,000 compounds, 0.32% hits;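 active = mean activation of at least 10% of the iron chelator positive control signal, with at least half of replicates also reaching 10%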
TRPC6 inh = mouse TRPC6 channel inhibitors, primary screen, cell-based, HEK293, membrane potential dye. Short transient receptor potential channel 6 (Mus musculus), Q61143. ACh-evoked depolarization; hits give low values. B-score at 10 µM. 310,000 compounds, 1.1% hits. AID 2553, 2010;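 active = B-score under library mean minus 3 SD, initial fluorescence not abnormally high, positive integrated signal ratio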;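 also: B-score derived from integrated fluorescence ratio over the kinetic read; more negative B-score means stronger inhibition of depolarization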
Starred values were filed as active, the others as inactive; i = inactive; x = not tested or not shown. Hits appear at their usual frequency, and some 5.8% of all compounds hit somewhere here.

molecule,TRPC4 block,IEC-6 cytotox,TRPC4 act,SKKanGAS inh,TRPC6 activator,KLF5 inh,MrgX1 antag,aSyn 5UTR inh,TRPC4 PAM,HIF act,TRPC6 inh
CC(=O)Nc1ccc2nc(NC(=O)c3ccc([N+](=O)[O-])s3)sc2c1,i,-13,i,22,i,-22,i,-37,i,0.0,i
CC1=CC(C)C2(CO)COC(c3cccnc3)C1C2C (stereo not drawn),i,2,i,-1,i,4,i,17,i,0.0,i
CC(OC(=O)c1ccc(NC(=O)CC#N)cc1)C(=O)Nc1ccc(Oc2ccccc2)cc1 (stereo not drawn),i,1,i,-7,i,-8,i,6,i,-0.3,i
Cc1ccc[n+](CC(=O)Nc2cc(C(F)(F)F)ccc2Cl)c1,i,-2,i,-1,i,21,i,10,i,-0.2,i
CCOc1ccccc1/C=C(/NC(=O)c1ccccc1)C(=O)NCC(=O)O,i,0,i,-2,i,22,i,-19,i,0.1,i
CC(C)[C@H](NC(=O)[C@@H]1CSC2c3ccccc3C(=O)N21)C(=O)NC1CCCCC1 (stereo partly drawn),i,-3,i,-2,i,-18,i,2,i,-0.7,i
COc1ccc(-c2csc(N(CCCN3CCOCC3)C(=O)c3ccco3)n2)cc1,i,4,i,-5,i,-3,i,-7,i,0.5,i
CCOC(=O)C(=N/O)/C(C)=N/NC(=O)C(=O)Nc1ccc(Cl)cc1,i,-4,i,-3,i,-8,i,24,i,0.3,i
O=C1CN(C(=O)CCCc2c[nH]c3ccccc23)c2ccccc2N1,i,-1,i,10,i,-20,i,-6,i,-1.8,i
CCOC(=O)N1CCN(S(=O)(=O)/C=C/c2ccccc2)CC1,i,-2,i,-13,i,-24,i,1,i,-0.1,i
O=C(Cc1cccc2ccccc12)N/N=C/c1ccc2cccc(O)c2n1,i,-2,i,71*,i,-4,i,-39,i,-1.4,i
COc1ccc(-c2nc3c(-c4ccc(F)cc4)cnn3cc2C)cc1F,i,-4,i,-15,i,0,i,3,i,0.1,i
O=C(CNS(=O)(=O)c1ccc(Br)cc1)NCc1ccncc1,i,-1,i,0,i,-31,i,12,i,-0.1,i
Cn1c(CN2CCOCC2)nnc1SCC(=O)Nc1ccc([N+](=O)[O-])cc1O,i,-4,i,-16,i,-11,i,16,i,-0.4,i
O=C1C(Cl)=C(NCC2CCCO2)C(=O)N1c1cccc(Cl)c1Cl (stereo not drawn),i,-1,i,-2,i,-44,i,-32,i,-0.6,i
COCCNC(=O)c1ccc(CS(=O)(=O)c2ccccc2C)o1,i,1,i,6,i,-20,i,12,i,0.4,i
O=C(NC(Cc1ccccc1)c1ccc2c(c1)OCCCO2)c1ccccc1 (stereo not drawn),i,1,i,4,i,-6,i,-16,i,0.5,i
Cc1c(CN(C)C)c2c(n1C)C(=O)c1ccc(Br)cc1-2,i,9,i,46,i,-7,i,-10,i,-0.1,-11*
CCNc1nc2nonc2nc1NCC,i,3,i,3,i,-2,i,-12,i,-0.2,i
COC(=O)c1ccc(C(=O)OC)c(NC(=O)COC(=O)c2ccc(OC)c(OC)c2OC)c1,i,2,i,17,i,1,i,-13,i,0.3,i
C#CCOCCOCCOCCNc1nc(N2CCN(C(=O)[C@H](CCCCN)n3cc(C(N)CO)nn3)CC2)nc(N2CCN(C(=O)[C@H](CCC(=O)O)n3cc(C(N)[C@H](C)CC)nn3)CC2)n1 (stereo partly drawn),i,-10,i,0,i,-6,-4.5*,-1,i,-1.7,i
Cc1ccc(NC(=O)c2ccc(CNc3c(N4CCC(C)CC4)c(=O)c3=O)cc2)cc1,i,-1,i,11,i,-16,i,22,i,-1.5,i
COc1ccc(-c2nc(SCC(=O)Nc3c(F)cccc3F)n[nH]2)cc1,i,x,i,-4,i,x,i,-23,i,0.1,i
Cc1cc2ccccn2c1C(=O)c1nc(N2CCOCC2)ncc1Cl,i,4,i,-1,i,-30,i,-4,i,-0.5,i
Cc1cccc(C)c1NC(=O)N1CC=C(n2c(=O)[nH]c3ccccc32)CC1,i,-3,i,-4,i,-15,i,4,i,-0.3,i
COC(=O)CCCC(=O)NC1CCCN(C2Cc3ccccc3C2)C1 (stereo not drawn),i,-6,i,0,i,-1,i,-6,i,-4.4,i
CNc1nc2[nH]c(=O)c3c(c2s1)OC(N)=C(C#N)C3c1cccc(F)c1 (stereo not drawn),i,7,i,-1,i,12,i,-17,i,0.4,i
O=C(NCc1ccc(C(F)(F)F)cc1)C1CC(c2ccccc2C(F)(F)F)=NO1 (stereo not drawn),i,x,i,3,i,x,i,14,i,0.1,i
COc1ccccc1NC(=O)Cn1cnc2c(cnn2-c2ccc(C)c(C)c2)c1=O,i,5,i,-6,i,15,i,-1,i,-0.2,i
Cc1ccc(S(=O)(=O)N(C)CC(=O)N2CCCCCCC2)cc1,i,x,i,-1,i,x,i,-2,i,-0.1,i
Cc1[nH]c(=S)c(C#N)c(C)c1Cc1ccccc1,i,-6,i,-1,i,-17,i,0,i,0.4,i
CSc1cccc(NC(=O)C2CCCN(c3ncnc4c3nc3n4CCCCC3)C2)c1 (stereo not drawn),i,3,i,12,i,-27,i,7,i,-0.2,i
Cc1ccc(C(=O)CSc2nnc3c4ccccc4nc(C(C)(C)C)n23)cc1,i,3,i,13,i,1,i,3,i,0.1,i
CC1CCN(C(=O)CSc2nnc3c(n2)[nH]c2ccc(F)cc23)CC1,i,10,i,-4,i,-33,i,5,i,0.5,i
COc1ccc(-n2c(O)c(/C=N/Nc3nc(C)cc(C)n3)c3ccccc3c2=O)cc1OC,i,-3,i,31,i,1,i,120*,i,5.5,i
CCOc1ccccc1-n1c(SCC(=O)N(C(C)C)C(C)C)nnc1-c1cccnc1,i,-7,i,9,i,1,i,1,i,-0.7,i
O=C(CC1Nc2cccc3cccc(c23)NC1=O)Nc1ccc(F)cc1 (stereo not drawn),i,1,i,12,i,-4,i,-14,i,-2.1,-5*
C=CCNC(=O)CCNS(=O)(=O)c1ccc(Br)cc1,i,3,i,x,i,-18,i,30,i,-0.3,i
COc1ccc(OC(=O)Nc2ccc([N+](=O)[O-])cc2OC)cc1,i,1,i,-3,i,-16,i,-4,i,-15,i
COc1cccc(NC(=O)CSc2nccn(-c3ccc4c(c3)OCCO4)c2=O)c1,i,x,i,-5,i,x,i,5,i,0.7,i
Cc1ccc(NC(C(N)=O)c2c(C)[nH]c(=O)[nH]c2=O)cc1 (stereo not drawn),i,2,i,-3,i,-10,i,-4,i,0.9,i
COc1ccc(NC(=O)CCCC2CCCCC2)c(OC)c1,i,1,i,4,i,-50,i,-37,i,1.0,i
Cc1nc2ccccc2c(=O)n1/N=C/c1c(O)ccc2ccccc12,i,-4,i,26,i,4,i,50,i,0.6,i
COc1cc2c(cc1OC)C(C)N(C(=O)c1ccc(C)o1)CC2 (stereo not drawn),i,13,i,-4,i,-26,i,7,i,4.8,i
CCC(C)n1c(SCC(=O)NC(=O)Nc2ccc3c(c2)OCCO3)nc2ccccc2c1=O (stereo not drawn),i,-4,i,23,i,-44,i,-45,i,0.0,i
COc1ccc(-n2cnnc2)cc1,i,-2,i,3,i,2,i,9,i,-0.3,i
N#Cc1ccc(OCC(=O)Nc2ccc3[nH]c(=O)[nH]c3c2)cc1,i,x,i,-7,i,x,i,10,i,-1.4,i
O=C1Nc2ccc(Cl)cc2C(C#CC2CC2)(C(F)(F)F)O1 (stereo not drawn),i,4,i,-7,i,-22,i,13,i,0.0,i
COc1cc(OC)cc(C(=O)N2CCCC(c3nc(-c4ccc(C)o4)no3)C2)c1 (stereo not drawn),i,0,i,13,i,-23,i,-8,i,-0.1,i
COc1cc(C(F)(F)F)c(C(=O)N(C)c2ccc(Cl)cc2)cn1,i,4,i,-2,i,0,i,-12,i,1.0,i
Cc1ccc(C(=O)COC(=O)c2cnccn2)cc1[N+](=O)[O-],i,7,i,x,i,14,i,x,i,x,i
O=C(Nc1cccc(S(=O)(=O)N2CCOCC2)c1)c1c2c(nc3ccccc13)CCC2,i,-1,i,-1,i,-18,i,-29,i,0.1,i
CCOC(=O)N1CCN(c2ccc(C(C)=O)cc2F)CC1C (stereo not drawn),i,-5,i,-19,i,-16,i,-8,i,0.2,i
CN(CCOc1ccccc1Cl)Cc1ccccc1,i,1,i,10,i,-30,i,-53,i,1.2,i
CC1CCCCN1C(=O)CCc1nnc(Cc2c[nH]c3ccccc23)o1 (stereo not drawn),i,-4,i,-13,i,-30,i,1,i,-0.1,i
COc1ccc(C(=O)CSc2nc(C)cc(C)n2)cc1C,i,-3,i,-3,i,-34,i,5,i,-0.5,i
CCOC(=O)N1CCN(C(=O)c2oc(=O)c3ccccc3c2-c2ccc(C)cc2)CC1,i,8,i,1,i,-18,i,10,i,0.4,i

Compound activity deposited in PubChem BioAssay by several laboratories.
